Screening data as filed in PubChem.
Tat export inh: E. coli Tat export inhibitors, primary screen, MC4100, TorA-mCherry reporter, fluorescence, single point. 340,000 compounds, 0.036% hits. inhibition, % at 10 µM;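 active = mean replicate inhibition at least 50% and at least half of replicates individually reaching 50%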;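 note: exported cargo escapes ClpAP degradation while cytoplasmic cargo is degraded and loses fluorescence; 0% = median of neutral control wells and 100% = median of NaSCN control wells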
Mot1-301 SUMO: yeast Mot1-301 growth rescue at high temperature, primary screen, SUMOylation pathway inhibitor project, S. cerevisiae, ATP luminescence, 38.5C; S. cerevisiae Mot1-301 growth rescue; percent above DMSO median, 100 means doubled; growth rescue, % at 18.8 µM; 320,000 compounds, 1% hits; AID 2716, 2010;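 active = every valid replicate shows activation above 250% relative to neutral control wells; inactive = the rest, any valid replicate at or below 250%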;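 note: OY570 slx delta 5 strain wells were the positive control but not used for scaling; some compounds called inactive have numbers as strong as hits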
PKA-R2B activ: activators of PKA-R2B holoenzyme, primary screen, biochemical, fluorescence polarization, Cy5-IP20, human; cAMP-dependent protein kinase catalytic subunit beta (Homo sapiens) + cAMP-dependent …; activation, % at 11.4 µM; 340,000 compounds, 0.079% hits; PKA-R2B holoenzyme dissociation; R2B truncated from residue 108, S112A mutant; 0% DMSO only, 100% 113 µM cGMP;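 active = activation above a cutoff set at the mean over all compounds plus 3 SD, cut at about 18% in these data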;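 note: higher means more holoenzyme dissociation and a rise in polarization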
HTR5A inv ctr: HTR5A inverse agonists in luminescence cell assay, primary screen, counter-screen for OPRM1-OPRD1 heterodimer inverse agonist project, full-deck HTS. HTR5A cell line, inverse agonism. AID 504634, 2011. 340,000 compounds, 0.083% hits. inhibition, % at 9.3 µM; in the data active = inhibition mostly above about 23%, no sharp cut-off; inactive = mostly below about 18%;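 note: 0% = cells with DMSO and 100% = no-cell wells with DMSO; some compounds called inactive have numbers as strong as hits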
phage Ecoli inh: growth loss of phage-infected E. coli, primary screen, RecBCD inhibitor project, absorbance, with phage, HTS | AID 651602, 2012 | inhibition, % at 11.9 µM | 360,000 compounds, 0.26% hits; in the data active = inhibition above about 11%
PfHsp90 set2: growth inhibition of PfHsp90-expressing yeast, primary screen, antimalarial PfHsp90 inhibitor project, S. cerevisiae, BacTiter-Glo luminescence, single point, set 2 | AID 504621, 2011 | BacTiter-Glo ATP, 48 h; yeast lacking PDR1 and PDR3 efflux regulators | inhibition, % at 9.4 µM | 310,000 compounds, 0.32% hits;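 active = every replicate shows inhibition above about 80%, whatever the replicate mean, limit read from the data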;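 note: 0% = DMSO neutral controls and 100% = 20 µM radicicol positive controls; yeast relying on Plasmodium falciparum Hsp90 in place of its own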
AddAB inh: growth inhibition of E. coli expressing H. pylori AddAB, primary screen, AddAB inhibitor project, absorbance | inhibition, % at 11.9 µM | 330,000 compounds, 0.29% hits | AID 435030, 2010; in the data active = inhibition above about 12%;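 note: 0% = vehicle wells of infected cells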
PKA-R1A activ: activators of PKA-R1A holoenzyme, primary screen, biochemical, fluorescence polarization, Cy5-IP20, bovine R1A, mouse PKAc; cAMP-dependent protein kinase type I-alpha regulatory subunit (Bos taurus) + …; PKA-R1A dissociation; scaled: DMSO 0%, 113 µM cGMP 100%; activation, % at 11.4 µM; 340,000 compounds, 0.083% hits;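 active = percent activation above the mean of all tested compounds plus 3 SD, cut at about 19% in these data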;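 note: higher means more PKAc released from R1A so a rise in polarization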
Ecoli viability: E. coli V3065 growth inhibition, primary screen, counter-screen for AddAB inhibitor project, absorbance, OD600 | AID 449728, 2010 | inhibition, % at 11.9 µM | 330,000 compounds, 0.27% hits | 18 h;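 active = inhibition above the campaign's mean inhibition across all tested compounds plus 3 SD, cut at about 9.9% in these data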;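 note: uninfected addAB+ strain grown without phage in ampicillin broth; 0% = DMSO wells and 100% = ciprofloxacin 0.95 µg/ml wells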
MOR-DOR ag: agonists of OPRM1-OPRD1 heterodimerization, primary screen, cell-based, luminescence; Mu-type opioid receptor (Homo sapiens) + Delta-type opioid receptor (Homo sapiens), …; cells; activation, % at 9.3 µM; 340,000 compounds, 0.3% hits; AID 504326, 2011; in the data active = activation above about 18%;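 note: 0% = vehicle-treated cells and 100% = reference agonist; values of inactives mirror those of a sister screen read the other way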
Target sequence (P35372 whole entry, looked up): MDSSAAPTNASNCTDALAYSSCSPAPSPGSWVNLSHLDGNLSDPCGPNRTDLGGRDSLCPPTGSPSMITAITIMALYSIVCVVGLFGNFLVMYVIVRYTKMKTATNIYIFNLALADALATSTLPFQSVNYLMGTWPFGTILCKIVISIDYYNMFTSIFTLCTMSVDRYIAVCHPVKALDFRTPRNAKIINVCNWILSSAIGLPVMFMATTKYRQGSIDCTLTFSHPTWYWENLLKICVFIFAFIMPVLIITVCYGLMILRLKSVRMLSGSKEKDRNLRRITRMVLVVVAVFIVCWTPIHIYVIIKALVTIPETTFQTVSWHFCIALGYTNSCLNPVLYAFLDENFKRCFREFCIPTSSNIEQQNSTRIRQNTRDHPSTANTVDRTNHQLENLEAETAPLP
Target sequence (P41143 whole entry, looked up): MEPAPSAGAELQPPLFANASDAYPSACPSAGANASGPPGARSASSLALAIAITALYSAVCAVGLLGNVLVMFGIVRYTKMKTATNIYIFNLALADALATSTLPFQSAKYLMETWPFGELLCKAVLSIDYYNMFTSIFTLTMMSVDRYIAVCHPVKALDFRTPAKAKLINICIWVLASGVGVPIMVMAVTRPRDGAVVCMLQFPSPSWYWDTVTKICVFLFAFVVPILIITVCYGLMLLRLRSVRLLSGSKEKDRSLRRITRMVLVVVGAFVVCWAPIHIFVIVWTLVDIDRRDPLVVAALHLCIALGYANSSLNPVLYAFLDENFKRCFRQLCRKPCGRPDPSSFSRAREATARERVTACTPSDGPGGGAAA
MOR-DOR inv ag: inverse agonists of MOR-DOR heterodimerization, primary screen, cell-based, luminescence; Mu-type opioid receptor (Homo sapiens) + Delta-type opioid receptor (Homo sapiens), …; cell-based MOR-DOR heterodimer luminescence, inverse agonism; inhibition, % at 9.3 µM; 340,000 compounds, 0.21% hits; AID 504357, 2011; in the data active = inhibition above about 22%, passing the limit was not always enough;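 note: 0% = cells with DMSO and 100% = wells without cells with DMSO; values of inactives mirror those of a sister screen read the other way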
Starred values were filed as active, the others as inactive; nt = not tested or not shown; & = joins results of further samples.

nr | smiles | phage Ecoli inh | MOR-DOR inv ag | Ecoli viability | MOR-DOR ag | AddAB inh | PKA-R1A activ | PKA-R2B activ | Tat export inh | Mot1-301 SUMO | HTR5A inv ctr | PfHsp90 set2
1 | COc1nccc(C(F)(F)F)c1C(=O)NC(=O)Nc1ccccc1 | -0.4 | 4 | -0.2 | -0.8 | -0.8 | -9 | -11 | 5 | 0 | 9 | 17
2 | CCCN(CCC)CCCNc1ccc(C(=O)Nc2cccc(OC)c2)cc1[N+](=O)[O-] | 1.6 | -1 | 0.5 | 0.3 | 2.8 | 9 | -7 | 4 | 203 | 5 | -38
3 | COc1cc2c(cc1OC)-c1cc(NC3CCCCCC3)nc(=O)n1CC2 | -3.1 | -2 | -1.2 | 0.4 | -2.0 | -5 | -7 | 5 | -3 | 8 | 18
4 | COCC(=O)N1CCC(Oc2ccc(C(=O)NCc3cc(C(C)C)no3)cc2)CC1 | 2.0 | 3 | -1.7 | -0.6 | -1.6 | -5 | -17 | 36 | 151 | -23 | 3
5 | O=C(O)C1CCCN1C(=O)NC1CCCCC1 (stereo unspecified) | 2.5 | 13 | -2.5 | -2.8 | 2.8 | -5 | -1 | 0 | -27 | -2 | 8
6 | CCN1C(=O)C(CC(=O)NCc2ccc(Cl)cc2)N(CC)C1=O (stereo unspecified) | nt | 6 | -2.2 | -1.2 | 2.5 | 8 | 8 | 0 | -32 | 8 | 20
7 | COc1ccc(-n2nc(C(=O)O)c3ccccc3c2=O)cc1 | 3.5 | 17 | -1.5 | -3.1 | 0.8 | 1 | 6 | 6 | -10 | -2 | -5
8 | CCOC(=O)N1CCN(S(=O)(=O)c2cc(-c3nn4c(C)nnc4c4ccccc34)ccc2C)CC1 | 2.7 | -5 | -0.3 | 0.9 | -0.8 | -5 | -4 | -3 | -16 | -7 | -6
9 | Cc1[nH][nH]c(=O)c1C(c1c(C)[nH][nH]c1=O)c1cn(Cc2ccc(Cl)c(Cl)c2)c2ccccc12 | 4.8 | 33 | 0.0 | -6.1 | 3.9 | 4 | 2 | 13 | -10 | -30 | 8
10 | COc1ccccc1C(=O)NNC(=O)C(=O)NC(C)(C)C | 0.0 | 8 | -3.6 | -1.6 | -2.7 | -2 | -1 | -8 | 8 | 4 | 13
11 | CCCN=C1NC(=O)C(CC(=O)NCCc2ccc(OC)c(OC)c2)S1 (stereo unspecified) | 4.3 | -3 | -1.4 | 0.7 | 1.9 | -9 | -9 | -2 | 536* | 15 | -16
12 | CC(=O)c1ccc(NC(=O)CSc2nc(Nc3ccccc3)nc(N3CCOCC3)n2)cc1 | 3.6 | 6 | 0.9 | -1.9 | 1.8 | -11 | -4 | 3 | -4 | -11 | 10
13 | Cc1oc(-c2ccc(Cl)cc2)[n+]([O-])c1C | 2.9 | 12 | -1.4 | -2.3 | 2.0 | -9 | -9 | 2 | 6 | 3 | -11
14 | COc1cccc(CNn2cn[nH]c2=S)c1OCc1ccccc1 | 3.7 | 0 | -2.0 | 0.1 | 4.4 | -2 | -8 | -6 | -10 | 2 | -1
15 | COc1cc(NC(=O)N[C@@H](Cc2c[nH]c3ccccc23)C(=O)O)c(C(=O)O)cc1OC | 2.4 | 13 | nt | -2.8 | nt | -5 | 0 | 2 | -1 | -6 | 18
16 | Clc1ccccc1-c1nn2c(-c3ccccn3)nnc2s1 | 2.6 | 15 | -0.3 | -3.4 | 3.3 | -1 | 3 | 0 | -20 | 3 | nt
17 | COC(=O)c1ccccc1OCCCN(C)C | 2.2 | 10 | 0.7 | -1.9 | 6.7 | -5 | 13 | -2 | 13 | 12 | 8
18 | COC(=O)c1ccccc1NC1=C/C(=N\S(=O)(=O)c2cccs2)c2ccccc2C1=O | -0.6 | -38&-21 | -0.5 | 7.3&4.0 | 1.2 | 3&-3 | -7&-4 | -4&-9 | -13 | 4&15 | 0
19 | COc1cc(/C=C(\C#N)C(=O)NCC2CCCO2)c([N+](=O)[O-])cc1OC (stereo unspecified) | -1.3 | -9 | -0.7 | 1.4 | -2.0 | -9 | -9 | 16 | 6 | -7 | -15
20 | CC(=O)Nc1ccc(NC(=O)c2cccc3c2-c2ccccc2C3=O)cc1 | 2.3 | 19 | -1.1 | -3.8 | 3.2 | -14 | -11 | 5 | -10 | -2 | -9
21 | O=S(=O)(Cc1ccccc1)Nc1ccc(F)cc1 | 1.4 | 0 | nt | -0.1 | nt | -2 | 14 | 0 | 11 | -6 | -19
22 | CS(=O)(=O)N1CCN(c2ccccc2[N+](=O)[O-])CC1 | 3.0 | 5 | 2.4 | -0.8 | 0.9 | -4 | -5 | -6 | -3 | 6 | -19
23 | CCC(=O)NC(Nc1sc2c(c1C(=O)OC)CCCC2)(C(F)(F)F)C(F)(F)F | 2.6 | -23 | 2.3 | 3.9 | 2.7 | 7 | -4 | -2 | 9 | -14 | nt
24 | CCCCC(=O)/C=C/n1c(=S)oc2ccccc21 | 0.0 | -42 | -0.1 | 8.2 | 4.2 | 0 | -4 | -3 | 37 | 9 | -14
25 | COc1ccc(C(=O)NCc2cn3ccsc3n2)cc1OC | 2.1 | 8 | 2.4 | -1.4 | 0.3 | 1 | 0 | 2 | -18 | -12 | 5
26 | COc1ccccc1S(=O)(=O)CC(O)COc1ccccc1Cl (stereo unspecified) | 1.5 | -13 | 2.6 | 2.4 | 2.8 | -14 | -9 | 1 | 8 | -15 | -13
27 | Cn1cnnc1SCC(=O)c1cc2ccccc2o1 | 2.5 | 2 | -0.9 | -0.4 | 2.6 | 0 | 1 | -3 | -20 | -14 | -5
28 | O=C(CSc1nncn1-c1cccnc1)Nc1cccc(C(F)(F)F)c1 | 0.5 | -2 | -0.8 | 0.3 | 2.7 | -5 | -2 | 6 | 1 | -38 | 9
29 | Cc1ccc(S(=O)(=O)NCC(=O)OCC(=O)c2ccc(Br)s2)cc1 | 1.2 | 2 | 0.4 | -0.3 | 2.9 | 7 | -6 | -3 | 747* | 15 | -2
30 | Cc1c(NC(=O)C(C)OC(=O)c2ncc(Cl)c(Cl)c2Cl)c(=O)n(-c2ccccc2)n1C (stereo unspecified) | 2.7 | 9 | 1.9 | -1.7 | -0.8 | 4 | -16 | -5 | 4 | 3 | 1

Additional structures
nr | smiles | phage Ecoli inh | MOR-DOR inv ag | Ecoli viability | MOR-DOR ag | AddAB inh | PKA-R1A activ | PKA-R2B activ | Tat export inh | Mot1-301 SUMO | HTR5A inv ctr | PfHsp90 set2
31 | Cc1cc2ccccn2c1C(=O)c1ccc(S(=O)(=O)N(C)C)cc1 | 2.0 | -3 | 4.5 | 0.5 | 1.9 | -7 | -1 | -14 | nt | 0 | -20
32 | COc1ccc(OC)c(-n2nnnc2SCC(=O)N2CCN(C(=O)c3ccco3)CC2)c1 | 6.0 | 7 | 2.7 | -1.4 | 1.6 | -2 | -14 | 2 | -21 | -13 | 10
33 | COc1ccc(CC(=O)Oc2ccc(Cl)cc2Br)cc1S(=O)(=O)N1CCOCC1 | 1.9 | 17 | -0.4 | -3.3 | 0.0 | 2 | -5 | 2 | 8 | -2 | nt
34 | C[C@@H]1ON(C)[C@H]2C[C@H]3c4cc(N5CCN(C)CC5)ccc4CCN3C(=O)[C@@H]12 | 2.6 | 19 | nt | -4.1 | nt | -2 | 3 | -9 | nt | 7 | -2
35 | COc1cccc(NC(=O)Nc2ccc(Cc3ccncc3)cc2)c1 | 3.6 | 10 | 0.2 | -2.0 | 5.2 | 2 | 1 | 14 | -7 | 6 | -11
36 | COc1ccc(CNC(=O)CSc2nnc3c(n2)[nH]c2ccccc23)cc1 | 0.3 | -2 | 0.3 | 0.3 | 2.0 | 0 | -4 | 10 | -14 | -21 | 0
37 | O=S1(=O)CCC(NCC2CCCO2)C1 (stereo unspecified) | 0.5 | 10 | -0.4 | -1.6 | -0.9 | -5 | -7 | 0 | -16 | -45 | 45
38 | O=C(N/N=C/c1cccnc1)c1ccc(S(=O)(=O)N2CCCCCC2)cc1 | -1.4 | 10 | -0.1 | -1.9 | -0.4 | -1 | -1 | -6 | -4 | -10 | -19
39 | Cc1cn([C@H]2C[C@H](O)[C@@H](CCC(=O)NCCc3c[nH]c4ccccc34)O2)c(=O)[nH]c1=O | -1.2 | 16 | -2.0 | -3.3 | -0.7 | 1 | -6 | -3 | nt | -5 | -7
40 | O=C(CCC(=O)N1CCOc2ccc(Cl)cc21)NCCCN1CCC(Cc2ccccc2)CC1 | 3.8 | 5 | 1.3 | -0.8 | -2.8 | 7 | 3 | -3 | 20 | -24 | -18
41 | CC[n+]1c(/C=C2\C=C(C)CC(C)C2)sc2ccccc21 (stereo unspecified) | nt | 0 | -0.1 | -0.1 | -0.8 | -7 | 0 | 7 | -14 | -8 | -7
42 | Cc1ccc(C(=O)N2CCCC(CCC(=O)NCc3ccccc3F)C2)cn1 (stereo unspecified) | 2.0 | 1 | -2.0 | -0.2 | -1.6 | 1 | 5 | 0 | -6 | -9 | -14
43 | Cc1ccc(C2=NNC(=O)C(c3ccc(Cl)cc3)C2)cc1 (stereo unspecified) | 2.9 | -12 | 1.0 | 2.4 | 5.2 | 0 | 4 | 5 | 426 | 11 | nt
44 | COc1cccc(C2C(C(N)=O)=C(C)Nc3nc(CCCO)nn32)c1OC (stereo unspecified) | 1.4 | 8 | 0.2 | -1.6 | 3.2 | 6 | -5 | 0 | 5 | 11 | nt
45 | COc1cccc(/C=N/n2c(COc3ccccc3)n[nH]c2=S)c1 | 0.0 | -3 | -0.1 | 0.6 | 0.8 | 5 | -5 | -9 | 22 | -10 | 8
46 | O=C(c1ccccc1)N1CCCOC1c1ccccc1 (stereo unspecified) | 4.5 | -2 | -0.4 | 0.4 | 0.2 | 8 | -8 | -14 | -6 | -5 | nt
47 | Cc1occc1C(=O)NNC(=S)NCC(C)C | 3.2 | 1 | 1.8 | -0.2 | 1.8 | 3 | 3 | -5 | -12 | -1 | -7
48 | Cc1ccc(Cl)cc1NC(=O)COC(=O)CCN1C(=O)C2CC=CCC2C1=O (stereo unspecified) | -0.9 | 13 | -1.1 | -2.5 | 0.0 | -5 | 2 | 9 | -21 | 1 | nt
49 | O=C(CC1OC(=O)c2ccccc21)NC1CCCCC1 (stereo unspecified) | 2.6 | 5 | -2.0 | -0.8 | 1.7 | -2 | 1 | -7 | 1 | -15 | -3
